LEDGF integ inh – blockers of LEDGF/p75-dependent integrase strand transfer – biochemical, TR-FRET, high throughput, primary screen. HIV-1 integrase (with human LEDGF/p75). TR-FRET IN-LEDGF/p75 DNA integration, Eu/Cy5. inhibition, % at 3.7 µM. actives 0.64% (n = 370,000);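 active = inhibition above the screen-wide mean plus 3 SD, cut at about 13% in these data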;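 note: signal is the Cy5 over europium emission ratio at 671 and 618 nm; 0% = plate median of compound wells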
Tn6 DDE FP – inhibitors of Tn6 peptide binding to fibrin DD(E), primary screen, biochemical, fluorescence polarization, human fibrin, Tn6 probe | Fibrinogen beta chain (Homo sapiens), P02675 | Fibrin DD(E) TRITC-Tn6 fluorescence polarization displacement | inhibition, % at 8.3 µM | actives 0.21% (n = 370,000) | AID 720509, 2013;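 active = inhibition above a per-campaign cutoff: mean of compounds within control limits plus 3 SD, cut at about 15% in these data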;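 note: 0% = median of all compound wells on the plate and 100% = blocking peptide control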
TCR CD3 inh – inhibitors of human TCR-CD3 interaction, primary screen, biochemical, fluorescence, TAMRA-labeled TCR probe; actives 0.37% (n = 360,000); inhibition, % at 9.4 µM; AID 651800, 2012; in the data active = inhibition above about 19%;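 note: recombinant mutant TCR 2C K166C tagged with TAMRA read by polarization; 0% = receptor in buffer alone and 100% = receptor with positive control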
TDP2 absorb – human TDP2 enzyme inhibitors, primary screen, biochemical, epi absorbance, recombinant enzyme. Tyrosyl-DNA phosphodiesterase 2 (Homo sapiens), O95551. T5PNP hydrolysis, p-nitrophenol absorbance 415 nm. inhibition, % at 12.8 µM. actives 0.34% (n = 370,000). AID 720702, 2013;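 active = inhibition above the mean of all tested compounds plus 3 SD, set per campaign, cut at about 25% in these data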;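 note: 0% = DMSO with enzyme and 100% = buffer with substrate but no TDP2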
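Test system: human TDP2 enzyme; Input: 120 nM TDP2 per well; Buffer or medium: Mg2+-containing Tris-HCl buffer, pH 7.5; Reagent: 5 mM T5PNP; Dosing: 12.8 µM single point, 1% DMSO; Incubation: reaction 2 h, 37 °C; Detection: p-Nitrophenol epi absorbance; Read-out: % inhibition relative to enzyme-containing and enzyme-free wells; Replicates: single well per compound.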
SIAE primary – human SIAE inhibitors, primary screen, biochemical, fluorescence polarization, FP-Rh probe, 1536-well HTS | actives 0.69% (n = 370,000) | SIAE FP-Rh probe binding | inhibition, % at 9.66 µM | Sialate O-acetylesterase (Homo sapiens), Q9HAT2;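 active = inhibition above a cutoff: mean of compounds within the control limits plus 3 SD of those, cut at about 17% in these data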;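 note: 0% = plate median of compound wells and 100% = probe without SIAE protein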
Target sequence (Q9HAT2 whole entry, looked up): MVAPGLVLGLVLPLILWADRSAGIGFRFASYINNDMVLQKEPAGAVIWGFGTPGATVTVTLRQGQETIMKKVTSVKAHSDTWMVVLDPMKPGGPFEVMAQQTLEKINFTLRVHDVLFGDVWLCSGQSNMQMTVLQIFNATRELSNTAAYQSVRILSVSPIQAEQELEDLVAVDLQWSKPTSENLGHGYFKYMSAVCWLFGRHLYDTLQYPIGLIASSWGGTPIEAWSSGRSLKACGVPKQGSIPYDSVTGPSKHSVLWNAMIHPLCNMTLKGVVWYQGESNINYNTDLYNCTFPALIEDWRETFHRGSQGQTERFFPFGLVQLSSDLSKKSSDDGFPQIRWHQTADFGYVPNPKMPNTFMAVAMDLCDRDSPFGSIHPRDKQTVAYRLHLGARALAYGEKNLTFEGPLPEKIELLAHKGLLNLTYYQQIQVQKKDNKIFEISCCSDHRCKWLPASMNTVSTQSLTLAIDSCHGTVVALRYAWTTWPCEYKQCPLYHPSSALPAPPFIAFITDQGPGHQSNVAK
DDE Tn7 FP inh – inhibitors of Tn7 peptide binding to fibrin DD(E), primary screen, biochemical, fluorescence polarization, human fibrin, Tn7 probe; Fibrinogen beta chain (Homo sapiens), P02675; FP displacement of FITC-Tn7 peptide from fibrin DD(E); 0% = median of compound wells per plate; inhibition, % at 8.3 µM; actives 0.13% (n = 370,000); AID 720508, 2013;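 active = inhibition above the mean of compounds falling within the control limits plus 3 SD of them, cut at about 14% in these data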;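 note: 0% = plate median of compound wells and 100% = 10 µM Aha-Tn7 peptide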
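Also added: labelled Tn7 tracer, 0.1 µM; Assay system: human fibrin DD(E) protein; Amount: 2 µM fibrin DD(E); Schedule: 10 min compound pre-incubation, 3 h probe incubation at room temperature; Repeats: one replicate per compound; Read-out basis: percent inhibition; Measured by: fluorescence polarization of the labelled Tn7 tracer.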
PRMT1 FP inh – PRMT1 methyltransferase inhibitors, primary screen, biochemical, fluorescence polarization. recombinant PRMT1, activity-based probe fluorescence polarization. inhibition, % at 2.79 µM. actives 1.3% (n = 370,000);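 active = inhibition above about 21% made by adding two undisclosed values, limit read from the data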
Target sequence (Q99873 whole entry, looked up): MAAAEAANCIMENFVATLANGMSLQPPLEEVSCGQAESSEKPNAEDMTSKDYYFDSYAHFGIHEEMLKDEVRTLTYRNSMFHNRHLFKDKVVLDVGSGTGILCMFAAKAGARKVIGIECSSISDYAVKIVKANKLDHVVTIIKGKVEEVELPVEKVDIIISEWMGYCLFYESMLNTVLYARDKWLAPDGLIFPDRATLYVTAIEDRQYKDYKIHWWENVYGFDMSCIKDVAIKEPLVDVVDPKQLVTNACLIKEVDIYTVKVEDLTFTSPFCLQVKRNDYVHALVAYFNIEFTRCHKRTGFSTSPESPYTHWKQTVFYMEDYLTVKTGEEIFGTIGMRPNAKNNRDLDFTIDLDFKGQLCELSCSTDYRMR
proKLK7 act – proKLK7 zymogen activators, primary screen, biochemical, fluorescence intensity; activation, % at 7 µM; purified proKLK7, EDANS-DABCYL substrate fluorescence; 100% is mature enzyme control, 0% vehicle; Kallikrein-7 (Homo sapiens), P49862; AID 652039, 2013; actives 0.9% (n = 370,000);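 active = activation above the mean of all tested compounds plus 3 SD, computed per campaign excluding outliers beyond control limits, cut at about 13% in these data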
UHRF1 MBD2 ctr – UHRF1 methylated DNA binding inhibitors, primary screen, counter-screen for MBD2 inhibitor project, biochemical, TR-FRET, human UHRF1, single concentration | E3 ubiquitin-protein ligase UHRF1 (Homo sapiens), Q96T88 | UHRF1 binding to methylated oligo | inhibition, % at 4.4 µM | actives 0.75% (n = 370,000); in the data active = inhibition above about 21%;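 note: UHRF1 SRA domain binding a hemimethylated CpG hairpin DNA probe; 0% = median of test compound wells and 100% = reference inhibitor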
MBD2 inh – inhibitors of MBD2 binding to methylated DNA, primary screen, biochemical, TR-FRET, DNA-binding domain, human; Methyl-CpG-binding domain protein 2 (Homo sapiens), Q9UBB5; inhibition, % at 4.4 µM; MBD2 binding to methylated oligonucleotide; actives 0.31% (n = 370,000); in the data active = inhibition above about 13%
Starred values were filed as active, the others as inactive; . = not tested or not shown.

SMILES | LEDGF integ inh | Tn6 DDE FP | TCR CD3 inh | TDP2 absorb | SIAE primary | DDE Tn7 FP inh | PRMT1 FP inh | proKLK7 act | UHRF1 MBD2 ctr | MBD2 inh
Cc1cc(C)c(NC(=O)CSc2nnc(SCC(=O)Nc3c(C)cc(C)cc3C)n2N)c(C)c1 | -5 | -4 | 0 | -14 | 7 | 6 | 3 | -0.1 | 1 | -4
CCOC(=O)C1=CCN(S(=O)(=O)c2ccccc2Br)C1c1ccc(Br)cc1 (stereo not given) | -2 | 7 | 2 | -9 | -9 | 1 | 3 | 0.7 | 1 | 0
O=C(NCCO)/C(=C\c1ccco1)NC(=O)c1ccco1 | 2 | 2 | 7 | 4 | -2 | 7 | 10 | 0.5 | -5 | -4
COc1ccccc1NC(=O)C[n+]1ccccc1 | -4 | -2 | 1 | -1 | -3 | 2 | 2 | -0.5 | 2 | -3
O=C(CSc1nc(CCC2CCCC2)nc2ccccc12)NCc1ccc2c(c1)OCO2 | -1 | -5 | 7 | 3 | -2 | 0 | -1 | 0.0 | -2 | 3
Cc1ccc(CNC(=O)C(=O)NCC2CCCN2S(=O)(=O)c2cccs2)cc1 (stereo not given) | -3 | -1 | 3 | -1 | 4 | 6 | -2 | 0.0 | 12 | 7
Cc1ccc(NC(=O)CN(c2cc(C)cc(C)c2)S(=O)(=O)c2c(C)noc2C)nc1 | 3 | 1 | 4 | -2 | -7 | 0 | -2 | -0.3 | 2 | -4
Cc1ccc(-c2csc3nc(=O)c(C)nn23)cc1 | -3 | -3 | 2 | 0 | -2 | 2 | 2 | 0.2 | 0 | 2
COc1ccc(NC(=S)N2CCC(c3nc4ccc(Cl)cc4[nH]3)CC2)c(OC)c1 | 0 | -2 | -5 | -5 | 5 | 1 | -4 | -0.4 | -3 | 3
Cc1ccnc(SCC(=O)N2CCc3ccccc3C2)n1 | -4 | 8 | 1 | 1 | -3 | 2 | 0 | -0.7 | -2 | -4
CCN(CC)S(=O)(=O)c1cccc(-c2cn3cccnc3n2)c1 | -2 | 2 | 0 | 2 | -1 | -2 | 6 | 21* | 1 | -3
CN(C(=O)c1cccc(NC(=O)Cc2ccc(NC(=O)C3CCCN(C(=O)C4CC4)C3)cc2)c1)C1CCC1 (stereo not given) | 2 | 1 | -4 | -9 | 0 | -1 | -2 | -0.2 | 5 | 1
COc1cc2c(cc1OC)CN(C(=O)c1cccc([N+](=O)[O-])c1)CC2 | -2 | -6 | -4 | 3 | 0 | 6 | 2 | 0.4 | 2 | 8
Cc1onc(-c2c(Cl)cccc2Cl)c1C(=O)N1CCN(c2ccc(F)cc2)CC1 | 5 | 0 | 1 | 10 | 5 | -2 | 0 | 0.5 | 1 | -1
O=C(O)c1ccc(C=Nn2c(-c3ccc(F)cc3)n[nH]c2=S)cc1 | 1 | -1 | . | -4 | 7 | 3 | 0 | 0.8 | 0 | -3
CCN(CC)S(=O)(=O)c1ccc2nc(CSc3nnnn3-c3ccc(O)cc3)[nH]c2c1 | -2 | 8 | 0 | 11 | -2 | -3 | -1 | -0.6 | -3 | -1
COc1ccc(-n2c(N)c(Br)c(=O)[nH]c2=O)cc1 | 4 | 7 | 12 | -1 | 0 | -6 | 0 | -0.1 | -3 | -7
C=CCOc1ccc(C2C(C#N)=C(N)N(N(C)C)C3=C2C(=O)CCC3)cc1 (stereo not given) | -6 | -2 | 3 | -6 | 2 | -1 | 2 | -0.2 | -1 | -3
CN1CCN(S(=O)(=O)c2cccc(C(=O)Nc3cc(C(N)=O)cc(C(N)=O)c3)c2)CC1 | 5 | -1 | 0 | -13 | -2 | -2 | -3 | 0.3 | 3 | -3
CCOC(=O)N1CCN(Cc2c(O)ccc3ccccc23)CC1 | 0 | 1 | -2 | 7 | -9 | 3 | 16 | 1.9 | -1 | -1
COc1ccc(NC(=O)CN2C(=O)C(c3ccccc3)=NC23CCCCCC3)cc1 | -1 | -10 | 0 | -6 | -5 | 4 | 2 | 0.7 | -2 | -3
O=C(c1cccc(F)c1)N1CCCC(C(=O)N2CCCCCC2)C1 (stereo not given) | -2 | 8 | 4 | -4 | -4 | 3 | -1 | 0.0 | -2 | -4
CCCN1CCCCC(NC(=O)COCc2ccccc2)C1=O (stereo not given) | -2 | -2 | -7 | -7 | -1 | 9 | 5 | 0.4 | 3 | 0
CC(=O)C1=C(O)C(=O)N(c2ccc(Br)cc2)C1c1ccc(Cl)cc1 (stereo not given) | -1 | 5 | 5 | 2 | 5 | -11 | 2 | 0.1 | -1 | -4
CCOc1ccc(CCNC(=O)c2oc3c(c2C)-c2[nH]ncc2CC3)cc1OCC | 1 | -4 | -5 | -5 | 4 | 5 | 1 | -0.7 | 1 | -7
COc1ccc(CSc2nnc(-c3ccncc3)n2C)cc1F | -3 | 7 | 9 | -2 | -4 | 5 | -3 | -0.3 | 0 | 6
Cc1ccccc1-c1nc2ccccc2c(=O)o1 | 1 | -4 | 3 | 0 | -10 | 7 | -2 | 0.0 | 0 | 1
CN(Cc1nc2ccccc2c(=O)[nH]1)CC(O)COCc1ccco1 (stereo not given) | -1 | 0 | -2 | 5 | 2 | 3 | -3 | -0.6 | 0 | -4
CC(C)N(C1=CC(=O)OC12CCCCC2)C(C)C | 3 | -8 | -4 | 4 | 0 | -3 | -4 | 0.2 | 2 | 2
COCCN(C(=S)Nc1ccc(C)cc1C)C(C)c1ccco1 (stereo not given) | 1 | 0 | 9 | 8 | 1 | 2 | -1 | 0.4 | 1 | -5
Cc1cc2oc(=O)cc(CN3CCN(S(=O)(=O)c4cccs4)CC3)c2cc1C | -3 | 4 | 4 | 14 | 8 | 2 | 1 | -0.8 | 1 | -2
COc1ccc(C(=O)NCC2CCCN2S(=O)(=O)c2cccs2)cc1OC (stereo not given) | 1 | -5 | -3 | 10 | -3 | -1 | -2 | 0.2 | -4 | -5
O=C(Cc1ccc(F)cc1)Nc1nnc(-c2ccc(F)cc2)o1 | -1 | -6 | -9 | -11 | 6 | 0 | 3 | 0.2 | -1 | 2
CCOC(=O)c1c(-c2ccccc2)csc1NC(=O)c1ccc(S(=O)(=O)N2CCOCC2)cc1 | 1 | -10 | -9 | 7 | 0 | 2 | -2 | -0.3 | 2 | -3
O=C(NNC(=O)c1cccc(C(F)(F)F)c1)c1ccc(-n2cnnn2)cc1 | -1 | 5 | 2 | -6 | -8 | 1 | -1 | -0.1 | 0 | -2
CCCNC(=O)NC(=O)c1cnccc1C(F)(F)F | -1 | -4 | -8 | -7 | -4 | -8 | 9 | -0.6 | 3 | 6
COc1cccc(NC(=O)C(=O)NCCC2CCCCN2S(=O)(=O)c2ccccc2)c1 (stereo not given) | 3 | -9 | -2 | 7 | -1 | -1 | 0 | 1.1 | -1 | 2
O=C(Nc1ccncc1)c1cc(S(=O)(=O)N2CCCCC2)ccc1Cl | 0 | -7 | -12 | 5 | -1 | -6 | -3 | 0.4 | 1 | 0
CC1(C)CCCC2=C1CC1C(=O)N(Cc3cccnc3)C(=O)C1C2 (stereo not given) | -3 | -5 | 1 | -2 | 10 | 0 | 0 | -0.2 | 2 | 0
CNn1cnc2ccsc2c1=O | -2 | 2 | -7 | -7 | -12 | 1 | 5 | -0.7 | 5 | 7
COc1ccc(S(=O)(=O)N2CCCC2CNC(=O)C(=O)NC2CCCC2)cc1 (stereo not given) | 1 | -7 | 2 | -3 | -2 | -3 | -3 | 0.5 | 0 | 0
COC(=O)Cc1csc(/N=C/c2c(O)n(-c3cccc(C(F)(F)F)c3)c(=O)c3ccccc23)n1 | 1 | -4 | 5 | 9 | -1 | -1 | 3 | -0.2 | 21* | 10
Cc1ccccc1CN1[C@@H](C)[C@H](c2ccccc2)Oc2cccc(NCC(C)C)c2S1(=O)=O | 2 | -5 | 1 | -8 | 1 | 1 | -8 | -0.4 | -2 | -5
CCC(=O)Nc1ccc(-c2cc3ccccc3oc2=O)cc1 | 3 | 1 | 9 | 2 | 0 | 1 | -2 | -0.2 | 0 | -4
COc1cccc(OC)c1C(=O)Nc1ccc(C)cc1C(=O)c1ccccc1 | 0 | -1 | -11 | -1 | 1 | -6 | -1 | -0.9 | 3 | 0
CC(=O)Nc1ccc(NC(=O)C(Cc2ccccc2)NC(=O)C2CCCCC2)cc1 (stereo not given) | -2 | 5 | -6 | 3 | -4 | 8 | -2 | 0.6 | 2 | 5
c1ccc(C(c2ccccc2)c2noc(CN3CCC(c4ccncc4)CC3)n2)cc1 | 0 | 4 | -7 | 9 | 7 | -1 | 1 | -0.5 | -1 | -1
CCOc1ccc(-c2nc3ccccc3c(=O)o2)cc1 | 3 | 2 | -2 | -6 | 4 | 4 | -4 | -0.3 | -1 | -7
Cc1cccc(C)c1NC(=O)CSc1nnc(CCCCCNC(=O)OC(C)(C)C)o1 | -3 | -9 | -2 | -17 | -3 | -2 | 9 | -0.5 | 3 | 5
CCCCC1(C2CCCC2)NC(=O)NC1=O (stereo not given) | -1 | 11 | -1 | 4 | 2 | -1 | -2 | -0.1 | 17 | 3
CCNC(=O)c1c(C)[nH]c(C(=O)OCC)c1C | 1 | -4 | 5 | 3 | -2 | -5 | 1 | -0.6 | -1 | 0

Reprinted at random: 3 entries already listed
SMILES | LEDGF integ inh | Tn6 DDE FP | TCR CD3 inh | TDP2 absorb | SIAE primary | DDE Tn7 FP inh | PRMT1 FP inh | proKLK7 act | UHRF1 MBD2 ctr | MBD2 inh
CCOc1ccc(-c2nc3ccccc3c(=O)o2)cc1 | 3 | 2 | -2 | -6 | 4 | 4 | -4 | -0.3 | -1 | -7
CCCCC1(C2CCCC2)NC(=O)NC1=O (stereo not given) | -1 | 11 | -1 | 4 | 2 | -1 | -2 | -0.1 | 17 | 3
CCC(=O)Nc1ccc(-c2cc3ccccc3oc2=O)cc1 | 3 | 1 | 9 | 2 | 0 | 1 | -2 | -0.2 | 0 | -4
